Screening results as filed in PubChem BioAssay.
TCR act: activators of T cell receptors; 330,000 tested, under 10 active; primary human leukocytes, anti-CD3, IL-2 HTRF, 48 h; Potency, µM (top dose mostly 9.22 µM), for inactives: at the top dose activation of IL-2 secretion, actives largely listed as activators; AID 504894; further: % of control where 0% means no effect
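Activity was scored as IL-2 release from primary human leukocytes given only a TCR signal (a-CD3 beads) plus compound for 48 hr. Detection used a two-antibody HTRF format read at 665nm.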
KCNH2 WT inh: blocks the wildtype human KCNH2 potassium channel. Q12809. U2OS, BacMam KCNH2, thallium flux FluxOr; active compounds read low. activity change, % at 1.84 µM. actives 0.37% (n = 340,000);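 active means maximum activity change below -70%; inconclusive means maximum activity change between -70% and -50%; inactive means maximum activity change above -50%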; further: on the % scale 0 is the no-effect control and ±100 the full control effect
Target sequence (Q12809 whole entry, looked up): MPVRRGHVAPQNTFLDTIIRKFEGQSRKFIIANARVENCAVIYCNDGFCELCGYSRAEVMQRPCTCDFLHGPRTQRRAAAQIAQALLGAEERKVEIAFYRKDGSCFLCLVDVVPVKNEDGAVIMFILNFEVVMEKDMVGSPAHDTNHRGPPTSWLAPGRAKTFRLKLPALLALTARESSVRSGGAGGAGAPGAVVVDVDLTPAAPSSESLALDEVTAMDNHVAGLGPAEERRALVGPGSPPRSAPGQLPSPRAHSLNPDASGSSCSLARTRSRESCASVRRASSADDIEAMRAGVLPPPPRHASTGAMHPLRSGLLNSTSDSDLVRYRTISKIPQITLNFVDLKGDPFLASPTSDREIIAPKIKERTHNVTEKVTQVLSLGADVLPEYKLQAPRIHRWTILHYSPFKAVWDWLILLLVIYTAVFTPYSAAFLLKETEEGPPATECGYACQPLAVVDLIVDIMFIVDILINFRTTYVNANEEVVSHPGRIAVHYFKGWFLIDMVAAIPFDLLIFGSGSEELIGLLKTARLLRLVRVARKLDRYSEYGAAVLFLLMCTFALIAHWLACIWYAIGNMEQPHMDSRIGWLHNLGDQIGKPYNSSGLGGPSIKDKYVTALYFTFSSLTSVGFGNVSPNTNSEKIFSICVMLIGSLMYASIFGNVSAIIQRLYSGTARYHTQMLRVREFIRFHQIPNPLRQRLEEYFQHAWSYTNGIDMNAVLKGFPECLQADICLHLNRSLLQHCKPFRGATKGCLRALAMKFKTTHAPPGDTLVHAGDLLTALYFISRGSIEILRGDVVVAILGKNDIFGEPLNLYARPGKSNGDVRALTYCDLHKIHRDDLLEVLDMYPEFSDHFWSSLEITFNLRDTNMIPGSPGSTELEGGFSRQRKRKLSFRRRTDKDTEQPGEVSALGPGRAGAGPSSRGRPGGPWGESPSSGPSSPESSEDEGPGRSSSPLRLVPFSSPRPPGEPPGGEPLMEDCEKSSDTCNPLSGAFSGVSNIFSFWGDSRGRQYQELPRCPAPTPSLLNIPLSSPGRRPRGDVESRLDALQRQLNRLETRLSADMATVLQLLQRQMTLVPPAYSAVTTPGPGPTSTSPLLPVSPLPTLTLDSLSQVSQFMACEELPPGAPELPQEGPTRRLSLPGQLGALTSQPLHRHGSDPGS
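U2OS cells were transduced with wild-type KCNH2 virus (2.03 x 10^8 / mL) for 4 h at room temperature, then cultured overnight at 37 C. Thallium flux was read with FluxOr dye. Rate constants were normalized to DMSO controls.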
FBPA coupling cs: coupling enzyme interference in Giardia aldolase counter-screen; activity change, negative = inhibition, % at 58.2 µM, hits read low; coupling enzyme system counterscreen, AmpLite Red fluorescence; AID 2472; actives 0.67% (n = 290,000); in the data active means activity change below about -30%; further: on the % scale 0 is the no-effect control and ±100 the full control effect
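Activity here indicates interference with the coupling reaction, not aldolase inhibition. Compounds at 57.5 uM final met coupling enzymes for 10 min at RT; substrate and AmpLite Red detection followed, with a 525/598 nm fluorescence read after 20 min.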
A-T KAP1 phos: potential ataxia-telangiectasia treatment; AID 485349; Potency, µM (highest dose often 57.5 µM), inactives show top-dose activation, hits mostly activators; actives 0.19% (n = 320,000); […] A-T fibroblasts, KAP-1 phosphorylation AlphaLISA; neocarzinostatin DNA damage 30 min before lysis; further: potency means the concentration at half of the fitted maximal effect; % of control where 0% means no effect; nearly all actives have a fitted effect of over 45% in size
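ATM-like activity read as KAP-1 phosphorylation via AlphaLISA donor/acceptor antibody pairs after lysis and 6 hr at 25C. Cells were ATM-null patient fibroblasts ([…], hTERT), dosed 60 min, then exposed to the DSB inducer NCS for 30 min.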
Tb PFK block: blocks T. brucei phosphofructokinase; O15648; T. brucei PFK, ADP-Glo luminescence; Potency, µM (top dose mostly 57.5 µM), for the others: at the highest dose activity, negative = inhibition, actives largely listed as inhibitors; actives 0.17% (n = 330,000);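 further: potency means the concentration at half of the fitted maximal effect; 0% = uninhibited 1x PFK enzyme wells and -100% = no-enzyme wells; nearly all actives have a fitted effect of over 60% in size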
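PFK 1.25 nM, F6P 0.5 mM, ATP 0.1 mM, 0.1 M TEA pH 8.0, 5 mM MgCl2, 0.01% Tween20, 0.1% BSA; 45 min RT. ADP-Glo readout. qHTS titration up to 57 uM; curves fitted, compounds curve-classed.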
CXXC DNA block: blocks binding of human MLL CXXC domain to DNA. Potency, µM (doses to about 115 µM), inactives show at the top dose activity change, negative = inhibition, most hits filed as inhibitors. MLL-CXXC / FITC-HOXA9 DNA fluorescence polarization. AID 2662. actives 0.037% (n = 290,000); active means well fitted inhibition curve with a large enough effect in the polarisation, with a control signal flat, not every such curve was filed as active; inconclusive means small, poorly fitted or top-dose-only effect, or effect the other way, or a change in a side signal; inactive means no such curve, though single readings can be large or run the other way; the % refers to the polarisation; further: potency means the concentration at half of the fitted maximal effect
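Steps: dispense CXXC domain solution (7 uM) → pin compounds or unlabeled HOX-A9 DNA control → 5 min ambient → add FLSN-HOX-A9 solution (50 nM) → spin → 30 min ambient → fluorescence polarization. Tris pH 7.5/NaCl/DTT/BSA buffer.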
Giardia kill: Giardia lamblia killing. Giardia lamblia trophozoite viability. activity change, % at 7.66 µM, hits read low. actives 0.15% (n = 340,000). AID 540267; in the data active means activity change below about -80%; inconclusive means between about -30% and that limit;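 further: parasites exposed to compound for two days anaerobically before the ATP read; on the % scale 0 is the no-effect control and ±100 the full control effect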
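Each well holds 100 Giardia trophozoites and compound. After two days (48 hrs) at 37 deg C in anaerobic conditions, ATP is quantified by luminescence.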
TSHR antag: antagonists of human thyroid stimulating hormone receptor; TSHR-expressing cells, TSH-stimulated cAMP HTRF, 2 h; active compounds read low; P16473; actives 0.2% (n = 330,000); activity change, negative = inhibition, % at 11.5 µM;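 active means activity change below a set negative limit, meaning inhibition stronger than a set level, cut at about -70% in these data; inconclusive means activity change between two set negative limits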; further: on the % scale 0 is the no-effect control and ±100 the full control effect
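Inhibition of cAMP made by TSHR-expressing cells under TSH stimulation (4nM final, EC80; 2 h, 37 deg C) is quantified with a one-step lysis HTRF kit, anti-cAMP cryptate versus cAMP-d2.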
GALK inhibitor: inhibitors of human galactokinase | P51570 | Purified GALK, Kinase-Glo residual ATP luminescence | Potency, µM (doses to about 57.5 µM), without a hit: at the highest dose activity change, negative = inhibition, actives largely listed as inhibitors | actives 0.007% (n = 270,000) | AID 1868; further: potency means the concentration at half of the fitted maximal effect; on the % scale 0 is the no-effect control and ±100 the full control effect
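ATP-depletion format; final 35 uM ATP, 100 uM D-galactose, 5 nM enzyme; pH 8.0 HEPES/Mg2+ buffer; 60 min RT; luminescence read 10 min after detection reagent.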
Chronic BCR inh: inhibitors of chronic active B-cell receptor signaling; ABC-DLBCL IkBa-CBG/CBR reporter, luminescence ratio, 4 h; Potency, µM (doses to about 46.1 µM), without a hit: at the highest dose ratio change, negative = lower green/red ratio, most hits filed as inhibitors; actives 0.05% (n = 340,000); AID 493014; active means well fitted inhibition curve with a large enough effect in the signal ratio, with a control signal flat, not every such curve was filed as active; inconclusive means small, poorly fitted or top-dose-only effect, or effect the other way, or a change in a side signal; the % refers to the signal ratio;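 further: potency means the concentration at half of the fitted maximal effect; plate controls were basal doxycycline-induced cells for no effect and cells given 10 µM MG132 for full effect; MG132 reads +100%, hits lower the ratio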
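Concentration-response series (up to 46 uM) were applied to TMD8 dual-reporter cells for 4 h at 37C with doxycycline. Green/red ratio, after filter-overlap correction, defined %Activity; red signal alone was normalised to basal cells and zero luminescence.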
* marks the source's active call; other numbers are inactive results; ? = inconclusive; / = not tested or not shown; [ ] = another dose, or the depositor's remark. Unless noted, the call rests on the fitted dose curve; in most records, active means well fitted curve in the direction sought with a large enough effect; inconclusive means small, poorly fitted or top-dose-only effect, or another doubt; inactive means no such curve, though single readings can be large; an effect the other way counts as inactive or inconclusive.

SMILES | TCR act | KCNH2 WT inh | FBPA coupling cs | A-T KAP1 phos | Tb PFK block | CXXC DNA block | Giardia kill | TSHR antag | GALK inhibitor | Chronic BCR inh
O=C(COC(=O)[C@H](Cc1ccccc1)NC(=O)c1cccs1)Nc1ccccc1C(F)(F)F | -5%[46.1 µM] | -12 | 1 | 0% | 2% | 1% | -26 | -5 | -1% | 0%
COc1ccc(NC(=O)CN(C)C(=O)c2cc3c(s2)CCC3)cc1 | 8% | -6 | / | 2% | ? | / | 7 | -7 | / | ?
Cc1ccc(NC(=O)CSc2ncccn2)cc1S(=O)(=O)N1CCCCC1 | 7% | 0 | / | 8% | 0% | / | -6 | -9 | / | 7%
COCC(C)n1c(C)cc(C(=O)COC(=O)c2ccc3ncsc3c2)c1C (stereo not given) | 4% | -7 | 1 | 6% | -1% | 4% | -13 | -13 | 4% | 0%
Nc1ccc(N2CCOCC2)c2nonc12 | -2% | 18 | -48* | -4% | 13% | 0% | -9 | -4 | 3% | 4%
COc1ccc(CC(=O)NCC2CCCN(Cc3ccccc3Cl)C2)cc1 (stereo not given) | -7% | 1 | 3 | 5% | -1% | 8% | 7 | -9 | 3% | 1%
COCCNC(=O)CCCn1c(=O)c2cc(OC)c(OC)cc2n(CC(=O)Nc2ccc(C)c(F)c2)c1=O | 6% | -18 | -12 | -2% | -3% | 4% | -17 | -9 | -2% | 0%
COc1ccc(CCNC(=O)C2CCN(S(=O)(=O)c3ccc(C)cc3)CC2)cc1 | 2% | 4 | 0 | 16% | -2% | 23% | 7 | 58 | -6% | -5%
CC1=CC(=C2N=C(c3ccccc3)OC2=O)C=C(C)O1 | 1% | 3 | 0 | -7% | 6% | -14% | 10 | -3 | -2% | 7%
CCC(=O)c1ccc(OCC(=O)OCC(=O)NCC2CCCCC2)cc1 | 1% | 2 | / | -2% | 2% | / | -10 | -4 | / | -7%
Cc1noc(C)c1C(=O)N(CC(=O)Nc1ccc(Cl)c(C(F)(F)F)c1)Cc1ccco1 | 0% | -12 | / | 5% | -12% | / | -1 | -8 | / | 3%
CC(C)(C)OC(=O)[C@H](Cc1ccccc1)NC(=O)c1nc[nH]c1C(=O)NCCCCCN | -9% | 1 | / | ? | ? | / | 5 | 15 | / | ?
Oc1ccccc1C1NN=C(c2ccccc2)S1 (stereo not given) | / | 10 | -3 | 2% | -4% | 64%[activator] | -23 | 3 | 3% | ?
Cc1cccn2cc(COc3ccc(-c4ccccc4)cc3)nc12 | 2% | 4 | 3 | 11% | -11% | 11% | -17 | -40 | -1% | 5%
Oc1ccc(Br)cc1CNc1cccc2cccnc12 | -2% | 12 | -19 | 22% | -2% | 42%[activator] | 0 | 3 | 1% | 1%
CCOC(=O)CNC(=O)c1cccnc1Oc1ccc(Cl)cc1 | -7% | 0 | 7 | 0% | -5% | -1% | 1 | 2 | 11% | 0%
COc1ccc2c(Cl)c(C(=O)NN)sc2c1 | / | -22 | 0 | -1% | -4% | -9% | 5 | 7 | 1% | -9%
CCc1ccc(OCC(=O)NNC(=O)Cc2c(F)cccc2Cl)cc1 | 2% | 1 | / | 2% | 1% | / | -4 | / | / | -1%
COc1ccc(CCNC(=O)CC(c2ccccc2)c2cc(C)ccc2O)cc1OC (stereo not given) | -4% | -19 | 0 | 13% | -2% | ? | 14 | -7 | -2% | -5%
O=S(=O)(Nc1ccc(-n2cccc2)cc1)c1ccc(Cl)c(Cl)c1 | -4% | -20 | -1 | -5% | 3% | 11% | 1 | -11 | / | 24%

Filtered by structure: the entries above containing a CF3 group.
SMILES | TCR act | KCNH2 WT inh | FBPA coupling cs | A-T KAP1 phos | Tb PFK block | CXXC DNA block | Giardia kill | TSHR antag | GALK inhibitor | Chronic BCR inh
O=C(COC(=O)[C@H](Cc1ccccc1)NC(=O)c1cccs1)Nc1ccccc1C(F)(F)F | -5%[46.1 µM] | -12 | 1 | 0% | 2% | 1% | -26 | -5 | -1% | 0%
Cc1noc(C)c1C(=O)N(CC(=O)Nc1ccc(Cl)c(C(F)(F)F)c1)Cc1ccco1 | 0% | -12 | / | 5% | -12% | / | -1 | -8 | / | 3%

Going on with the list.
SMILES | TCR act | KCNH2 WT inh | FBPA coupling cs | A-T KAP1 phos | Tb PFK block | CXXC DNA block | Giardia kill | TSHR antag | GALK inhibitor | Chronic BCR inh
Cc1ccc2nc3nc(NCC4CCCO4)c(C(=O)NC4CCCCC4)cc3c(=O)n2c1 (stereo not given) | / | / | 3 | 0% | 1% | -24% | / | 9 | 1% | -2%
O=C(CCc1nnc(C2CCCCC2)o1)N1CCN(c2ccccc2F)CC1 | 11% | 8 | -2 | 4% | -6% | 7% | 38[activator] | 37 | 3% | 15%
O=C1CC(c2ccc(S(=O)(=O)N3CCN(c4ccccc4)CC3)cc2)CN1 (stereo not given) | 1% | -18 | 5 | 2% | 4% | 2% | -6 | 4 | -1% | 9%
Cc1ccccc1CS(=O)(=O)CCC(=O)NCCCN1CCN(c2ccccc2F)CC1 | 1% | 36 | 3 | -4% | -1% | 1% | -21 | 16 | 2% | -7%
Cc1ccc2oc3nc(C)c(C(=O)O)cc3c(=O)c2c1 | -7% | 22 | 3 | -2% | -3% | 0% | -1 | 13 | 10% | ?
O=C(C[C@H]1C[C@H](C(=O)N2CCCCC2)[C@@]2(CCc3ccccc3)c3[nH]c4cc(-c5ccco5)ccc4c3CCN2C1=O)NCCN1CCOCC1 | 2%[46.1 µM] | -8 | / | 17% | 0% | / | -5 | 19 | / | ?
Nc1cc(C(=O)N/N=C/c2cccc([N+](=O)[O-])c2)n[nH]c1=O | 6% | -3 | -1 | 36% | 5% | 4% | 8 | -5 | -2% | 4%
CCOc1ccc(CN(CC)C(=O)Cc2c[nH]c3ccccc23)cc1OC | -1% | 4 | -2 | 2% | 3% | 8% | -11 | -3 | 0% | 0%
CCCCCc1ccc(S(=O)(=O)NCCc2ccncc2)cc1 | 0% | -10 | 1 | 7% | -1% | 0% | -4 | -12 | 0% | 15%
COCCN1Cc2cc3cc(C)ccc3nc2SC1=Nc1cccc(OC)c1 | -27% | 6 | -1 | 0% | -2% | -5% | -22 | -2 | 4% | 7%

Of the compounds above, 3 have a thiophene ring, fused or not:
SMILES | TCR act | KCNH2 WT inh | FBPA coupling cs | A-T KAP1 phos | Tb PFK block | CXXC DNA block | Giardia kill | TSHR antag | GALK inhibitor | Chronic BCR inh
O=C(COC(=O)[C@H](Cc1ccccc1)NC(=O)c1cccs1)Nc1ccccc1C(F)(F)F | -5%[46.1 µM] | -12 | 1 | 0% | 2% | 1% | -26 | -5 | -1% | 0%
COc1ccc(NC(=O)CN(C)C(=O)c2cc3c(s2)CCC3)cc1 | 8% | -6 | / | 2% | ? | / | 7 | -7 | / | ?
COc1ccc2c(Cl)c(C(=O)NN)sc2c1 | / | -22 | 0 | -1% | -4% | -9% | 5 | 7 | 1% | -9%

New compounds follow
SMILES | TCR act | KCNH2 WT inh | FBPA coupling cs | A-T KAP1 phos | Tb PFK block | CXXC DNA block | Giardia kill | TSHR antag | GALK inhibitor | Chronic BCR inh
CCSc1nc(C)c(C)c(=O)[nH]1 | -8% | -1 | 2 | 2% | 6% | 1% | -1 | -11 | 7% | 1%
CCOC1CC(C)(C)NC(=S)N1 (stereo not given) | -8%[46.1 µM] | 5 | 1 | 2% | -3% | 7% | ? | 0 | 0% | 0%
CCc1cc2c(=O)[nH]c(CC(N)=O)nc2s1 | -2% | -7 | 0 | 1% | 0% | 3% | 33[activator] | 2 | 1% | ?
CCOc1ccc(S(=O)(=O)Nc2nccs2)cc1 | 5% | 11 | 0 | 6% | -5% | -2% | 39[activator] | -15 | 0% | 5%
COCCN(C(=O)CCC(=O)Nc1ccccn1)C(C(=O)NC(C)C)c1ccc(Cl)cc1 (stereo not given) | 5% | -2 | 0 | 6% | -1% | -5% | 2 | -12 | -3% | 0%
Cn1c(=O)c2nnn(/N=C(\c3ccccc3)C3CC3)c2n(C)c1=O | -1% | 7 | 1 | 9% | 3% | -7% | -18 | 17 | 3% | ?
Cc1nnc(SCC(=O)Nc2ccc(N(C)C)cc2)n(N)c1=O | 7% | -2 | 0 | 0% | 7% | -3% | 11 | -11 | 0% | -16%
CC(C)c1ccc(NC2CCCN(C(=O)c3cnn(C(C)C)c3)C2)cc1 (stereo not given) | -5% | 2 | / | 7% | -6% | 3% | -26 | 3 | 0% | -2%
COc1ccccc1C(=O)NCC(=O)Nc1ccccc1 | 4% | 7 | 2 | 0% | -4% | 8% | -10 | -1 | -1% | ?
C#CCOC(=O)Nc1cccn(Cc2c(Cl)cccc2Cl)c1=O | -4% | 1 | -8 | -5% | -6% | 4% | 0 | 6 | 1% | -28%
Cc1ccccc1OCC(=O)OCC(=O)NCc1ccccc1Cl | 1% | -10 | / | 12% | -11% | / | -24 | / | / | 0%
